High-throughput results: PubChem BioAssay, Sanford-Burnham Center for Chemical Genomics
mIAP act: mouse IAP activation | muIAP, CDP-Star luminescence, 30 min; active compounds read high; 1 = vehicle-only enzyme signal, 0 = enzyme-free wells | activation factor at 10 µM | 330,000 compounds, 0.24% hits;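 active = activation factor of at least 2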; also: the source names both 10 and 20 µM as test concentration; values of inactives mirror those of a sister screen read the other way
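Assay system: mouse IAP enzyme / Compound: DMSO-dissolved test compounds / Timing: 30 min, room temperature / Measured by: luminescence from enzymatic CDP-Star hydrolysis / Control set: DMSO-only wells, enzyme-free buffer wells as negative control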
hIAP activ: increases human intestinal alkaline phosphatase activity; P09923; purified human IAP, CDP-Star luminescence, 30 min; active compounds read high; 1 = vehicle-only enzyme, 0 = enzyme-free background; 330,000 compounds, 0.16% hits; activation factor at 10 µM;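 active = activation factor of the enzyme at least 2-fold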; also: the source names both 10 and 20 µM as test concentration; values of inactives mirror those of a sister screen read the other way
Target sequence (P09923 whole entry, looked up): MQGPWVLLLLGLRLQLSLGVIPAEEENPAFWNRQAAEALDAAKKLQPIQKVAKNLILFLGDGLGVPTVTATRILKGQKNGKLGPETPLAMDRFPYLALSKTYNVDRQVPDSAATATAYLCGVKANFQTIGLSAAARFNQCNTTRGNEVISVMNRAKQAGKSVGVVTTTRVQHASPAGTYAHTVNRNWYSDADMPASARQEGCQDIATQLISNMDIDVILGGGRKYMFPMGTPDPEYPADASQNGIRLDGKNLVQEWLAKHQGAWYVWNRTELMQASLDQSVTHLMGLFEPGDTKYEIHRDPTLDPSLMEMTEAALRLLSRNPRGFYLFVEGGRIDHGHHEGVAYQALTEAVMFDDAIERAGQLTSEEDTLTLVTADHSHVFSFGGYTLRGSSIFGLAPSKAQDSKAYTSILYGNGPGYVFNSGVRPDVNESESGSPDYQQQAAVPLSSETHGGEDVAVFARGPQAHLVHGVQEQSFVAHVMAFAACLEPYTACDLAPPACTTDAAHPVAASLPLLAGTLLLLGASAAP
mIAP inh: blocks mouse intestinal alkaline phosphatase; 330,000 compounds, 0.2% hits; inhibition, % at 10 µM; purified mouse IAP, CDP-Star luminescence, 30 min;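 active = inhibition of at least 40% at 10 µM in the primary screen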;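 also: plate controls were DMSO with enzyme for no effect and no enzyme wells for full effect; values of inactives mirror those of a sister screen read the other way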
Apaf-1 inh: human Apaf-1 inhibition; O14727; reconstituted apoptosome caspase-3 activity, DEVD-Rh110 fluorescence; inhibition, % at 20 µM; 330,000 compounds, 0.71% hits; AID 489030; active = inhibition of at least 40% at 20 µM;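 also: plate controls were DMSO wells for no effect and DEVD-CHO caspase inhibitor wells for full effect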
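Material: reconstituted apoptosome with Apaf-1, cytochrome c, caspase-9, procaspase-3, dATP / Buffer or medium: pH 7.5 Hepes buffer with CHAPS, BSA, DTT / Also added: cytochrome c with DEVD-Rh110 / Schedule: compound with Apaf-1, dATP, procaspase-3 30 min, then 50 min reaction, room temperature / Technique: rhodamine 110 fluorescence at Ex 480/Em 540 nm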
NALP3 yeast inh: inhibitors of NALP3 inflammasome in yeast; 330,000 compounds, 0.39% hits; AID 2825; inhibition, % at 10 µM; Yeast reconstituted NLRP3/ASC/caspase-1, beta-gal luminescence, 24 h;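 active = inhibition of 50% or more; inactive = inhibition below 50%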;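 also: plate controls were induced DMSO wells for no effect and uninduced yeast grown without galactose for full effect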
ATG4B inhibitor: blocks human ATG4B protease cleavage of LC3 substrate; Q9Y4P1; ATG4B cleavage of LC3-PLA2, NBD-HPC fluorescence, 1 h; inhibition, % at 8.33 µM; 340,000 compounds, 0.51% hits; AID 504462; in the data active = inhibition above about 40%
Target sequence (Q9Y4P1 whole entry, looked up): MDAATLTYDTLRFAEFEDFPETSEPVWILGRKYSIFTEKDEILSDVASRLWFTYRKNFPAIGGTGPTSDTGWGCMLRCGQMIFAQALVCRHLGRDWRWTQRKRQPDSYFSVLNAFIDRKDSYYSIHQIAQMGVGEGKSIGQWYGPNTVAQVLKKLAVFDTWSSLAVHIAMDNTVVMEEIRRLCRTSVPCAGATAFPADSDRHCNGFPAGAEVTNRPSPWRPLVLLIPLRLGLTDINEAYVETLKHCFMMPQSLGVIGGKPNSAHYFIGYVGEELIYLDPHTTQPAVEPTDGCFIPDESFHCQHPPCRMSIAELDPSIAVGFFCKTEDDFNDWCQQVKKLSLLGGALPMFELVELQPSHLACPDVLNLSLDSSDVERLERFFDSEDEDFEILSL
TIM10 inh: growth inhibitors of TIM10 yeast strain; S. cerevisiae TIM10 strain growth, BacTiter-Glo luminescence, 24 h; AID 463195; 330,000 compounds, 1.4% hits; inhibition, % at 10 µM;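 active = inhibition of 40% or more at the single tested concentration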;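 also: wild-type TIM10 isogenic control strain grown at permissive 25 °C; 0% = DMSO yeast wells and 100% = minimal medium wells without yeast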
tim10-1 inh: growth inhibitors of tim10-1 mutant yeast; S. cerevisiae tim10-1 ts strain growth, BacTiter-Glo, 24 h; inhibition, % at 20 µM; 330,000 compounds, 2.2% hits; AID 463190;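 active = inhibition of at least 40%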;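 also: mutant grown at 25 °C; 0% = DMSO wells with yeast and 100% = wells holding no yeast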
hIAP block: blocks human intestinal alkaline phosphatase | P09923 | purified IAP, CDP-Star luminescence, 30 min | inhibition, % at 10 µM | 330,000 compounds, 0.12% hits | AID 2544;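 active = inhibition reaching a set limit with compound at 10 µM in the primary screen, cut at about 35% in these data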;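 also: plate controls were DMSO wells with enzyme for no effect and no-enzyme buffer wells for full effect; values of inactives mirror those of a sister screen read the other way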
An asterisk follows results filed as active; . = not tested or not shown.

1) CS(=O)(=O)NC1c2cccc3cccc(c23)C1N1CCOCC1 (centres undefined)
2) CCOC(=O)C1C(C(=O)OC)=C(C(=O)OC)c2ccccc2N1S(=O)(=O)C(F)(F)F (centres undefined)
3) O=C(CSc1nnc(-c2cccnc2)n1C1CCCCC1)NC1CCCCC1
4) O=C(COC(=O)/C=C/c1cccc(F)c1)NC(=O)NC1CCCC1
5) N/C(=N\OC(=O)c1ccccc1)c1ccn[nH]1

compound no.	1	2	3	4	5
mIAP act	1.1	1.1	1	0.99	1
hIAP activ	0.92	.	1.1	1.2	0.94
mIAP inh	-8	-5	-4	1	0
Apaf-1 inh	-16	16	-9	14	0
NALP3 yeast inh	6	.	16	3	0
ATG4B inhibitor	1	.	-3	1	-4
TIM10 inh	-8	9	-18	4	10
tim10-1 inh	-9	0	21	9	7
hIAP block	8	.	-13	-20	6

6) O=S(=O)(c1ccc(F)cc1)N1CCN(c2ccc(-c3ccccc3)nn2)CC1
7) Cc1[nH]c(=O)c(C#N)cc1-c1ccncc1
8) O=c1cc(CO)oc(C(Nc2ccccn2)c2ccccc2Cl)c1O (centres undefined)
9) CC(=O)CCC(=O)N1CCCC(N2CCN(c3cccc(Cl)c3)CC2)C1 (centres undefined)
10) O=C(CN(Cc1ccccc1)C(=O)CNS(=O)(=O)c1ccc(F)cc1)NCC1CCCO1 (centres undefined)

compound no.	6	7	8	9	10
mIAP act	0.95	1	0.93	1	0.94
hIAP activ	1.2	1	1.1	0.92	0.92
mIAP inh	5	-1	7	-4	6
Apaf-1 inh	-7	-3	-7	1	-6
NALP3 yeast inh	14	17	16	13	23
ATG4B inhibitor	-8	7	1	-3	1
TIM10 inh	12	-1	6	-8	-2
tim10-1 inh	3	-1	-3	-1	-2
hIAP block	-21	0	-10	8	8

11) CCOC(=O)c1ccc(NC(=O)c2ccccc2[N+](=O)[O-])cc1
12) O=C(NC12CC3CC(CC(C3)C1)C2)c1cncc(O)c1
13) O=C(Cn1nnc(-c2cccs2)n1)N1CCOCC1
14) COCc1c(C(=O)OCC(=O)N2c3ccccc3CC2C)oc2ccccc12 (centres undefined)
15) CC(=O)Nc1c(C)nn(-c2ccc(C)c(C)c2)c1C

compound no.	11	12	13	14	15
mIAP act	0.97	1.1	0.97	0.99	1.3
hIAP activ	1.1	0.96	1	0.95	1
mIAP inh	3	-5	2	1	-29
Apaf-1 inh	-5	2	-2	6	-1
NALP3 yeast inh	19	-2	8	18	14
ATG4B inhibitor	-9	-5	11	2	-8
TIM10 inh	18	10	-14	-1	3
tim10-1 inh	23	28	-4	14	7
hIAP block	-10	4	-1	5	-5

16) CCN(CC)c1ccc(-c2nc3cnccn3c2NC2CCCC2)cc1
17) CCC(C)[C@H](NC(=O)[C@@H]1CSC2c3ccccc3C(=O)N21)C(=O)NCc1ccncc1 (some centres undefined)
18) Nc1nonc1-n1nnc(C(=O)N/N=C/c2cccc(Cl)c2)c1CN1CCCCCC1
19) CCOc1ccc(N2C(=O)/C(=C/c3ccccc3)N=C2SC)cc1
20) COc1ccc(C(=O)NC2CC2)cc1OC1CCN(Cc2ccc(Cl)cc2)CC1

compound no.	16	17	18	19	20
mIAP act	1.2	0.92	1	0.91	1.1
hIAP activ	0.87	1	0.89	1	0.99
mIAP inh	-16	8	0	9	-8
Apaf-1 inh	20	-4	-12	-19	9
NALP3 yeast inh	4	8	5	19	21
ATG4B inhibitor	-7	-4	1	-1	6
TIM10 inh	15	-6	-9	-12	-9
tim10-1 inh	20	-4	12	-11	1
hIAP block	13	0	12	0	1

21) NS(=O)(=O)c1ccc(CNC(=O)c2cc(=O)c3ccccc3o2)cc1
22) O=C(CN1C(=O)C2C3C=CC(C3)C2C1=O)NCc1ccco1 (centres undefined)
23) COc1cc(NC(=O)COC(=O)c2ccc(C)c(S(=O)(=O)N3CCCCC3)c2)c(C)cc1[N+](=O)[O-]
24) CCCc1nc2ccc(NC(C)=O)cc2c(=O)n1Cc1cccc(Cl)c1
25) Cc1ccc(CSCC(=O)N2CCOCC2)cc1

compound no.	21	22	23	24	25
mIAP act	1	1	0.86	0.98	0.97
hIAP activ	0.95	1	0.82	1.1	0.79
mIAP inh	0	-1	14	2	3
Apaf-1 inh	-3	6	15	-2	-13
NALP3 yeast inh	0	-4	22	-7	27
ATG4B inhibitor	-8	-6	-13	0	-12
TIM10 inh	-6	-13	7	6	-2
tim10-1 inh	-2	-1	1	27	-1
hIAP block	5	-2	18	-13	21

26) COc1ccc(N2CCC(CNC(=O)Nc3ccc(C)c(C)c3)C2)cc1 (centres undefined)
27) O=C(c1ccco1)c1coc2c1cc(O)c1ccccc12
28) O=C(OCc1nnc(-c2ccccc2)o1)C1CCN(C(=O)c2ccc(Cl)cc2)CC1
29) Cc1cc(C(=O)OCC(=O)N2c3ccccc3NC(=O)C2(C)C)c(C)n1-c1ccccc1
30) CN(CC(=O)Nc1cccc(F)c1)C(=O)CCCn1c(=O)oc2ccccc21

compound no.	26	27	28	29	30
mIAP act	1.3	1	1.1	1.2	1
hIAP activ	0.8	0.97	1	0.96	0.95
mIAP inh	-28	0	-14	-16	0
Apaf-1 inh	13	4	14	10	-5
NALP3 yeast inh	17	29	25	12	8
ATG4B inhibitor	-7	-16	-1	-6	-4
TIM10 inh	-1	14	7	17	-5
tim10-1 inh	12	18	24	16	-11
hIAP block	20	3	-4	4	5

31) NCCCCCc1nnc(SCc2ccccc2Cl)o1
32) O=C(Nc1ccccc1C(=O)O)c1cc(S(=O)(=O)N2CCCCCC2)ccc1Cl
33) CCN(CC(=O)Nc1ccc(OC)cc1)C(=O)c1ccc2ccccc2c1
34) Cc1ccc2c(C)c(C(=O)N(Cc3ccc(N(C)C)cc3)C3CCS(=O)(=O)C3)oc2c1 (centres undefined)
35) CC(C)(C)CC(=O)Nc1ccc(S(=O)(=O)N2CCCC2)cc1

compound no.	31	32	33	34	35
mIAP act	0.95	1	1.2	0.89	0.93
hIAP activ	0.94	1.1	0.99	1.1	1
mIAP inh	5	-2	-15	11	7
Apaf-1 inh	-4	10	9	14	-10
NALP3 yeast inh	20	15	16	2	31
ATG4B inhibitor	-9	-5	-7	-10	-5
TIM10 inh	-2	10	-5	6	-4
tim10-1 inh	15	-15	10	16	5
hIAP block	6	-11	1	-6	-3

36) O=c1nc(/C=C/c2cc([N+](=O)[O-])ccc2Cl)cc(C(F)(F)F)[nH]1
37) CN1CCc2c(n(CC(O)CN3CCN(CCO)CC3)c3ccccc23)C1=O (centres undefined)
38) CC1CCC(NC(=O)Cn2c(=O)oc3cc(S(=O)(=O)N4CCCC4)ccc32)CC1 (centres undefined)
39) COc1ccc(C(=O)OCC(=O)Nc2ccc(F)c(F)c2)cc1OC
40) Nc1ncnc(NNC(=O)CNC(=O)c2c(F)cccc2Cl)c1[N+](=O)[O-]

compound no.	36	37	38	39	40
mIAP act	1	1	1	0.86	0.82
hIAP activ	0.96	1	0.76	0.9	1.5
mIAP inh	-5	0	-1	14	18
Apaf-1 inh	20	6	3	0	-10
NALP3 yeast inh	7	9	-4	8	11
ATG4B inhibitor	-1	-6	-4	-5	-5
TIM10 inh	12	3	-3	10	14
tim10-1 inh	24	3	8	2	13
hIAP block	4	-2	24	10	-46

41) Cc1cc(NC(=O)COc2cccc([N+](=O)[O-])c2)no1
42) CCN1CCN(c2ccccc2NC(=O)C(C)Oc2ccc(C(C)=O)cc2)CC1 (centres undefined)
43) COc1ccc2c(c1)C1(C)CC(C)(C)N2C(=O)N1c1ccccc1 (centres undefined)
44) CCN1CCSc2ccc(C(=O)NCc3cc(Br)ccc3OC)cc21
45) Cc1c(OC(C)C(=O)NCC2CCC(C(=O)O)CC2)ccc2c3c(c(=O)oc12)CCCC3 (centres undefined)

compound no.	41	42	43	44	45
mIAP act	1.1	0.99	0.99	1.3	1
hIAP activ	0.82	0.93	1.2	1	0.94
mIAP inh	-7	1	1	-27	0
Apaf-1 inh	-7	1	12	17	-1
NALP3 yeast inh	15	5	33	21	11
ATG4B inhibitor	0	-15	-13	0	6
TIM10 inh	4	0	19	6	1
tim10-1 inh	15	-1	32	21	6
hIAP block	18	7	-18	-2	6

46) O=C1CCC([N+](=O)[O-])C(c2ccc(Br)cc2)N1 (centres undefined)
47) O=C(CCc1ccccc1)c1nnc(-c2ccccc2)o1
48) CCOc1ccc(C(=O)NC(=S)Nc2cccnc2)cc1
49) O=C(c1cc2ccccc2o1)N1CCC(N2CCC(C(=O)N3CCCC3)CC2)CC1
50) COc1ccc2ccccc2c1/C=N\NC(=O)c1cccnc1

compound no.	46	47	48	49	50
mIAP act	1	0.87	0.87	0.94	1
hIAP activ	0.9	0.97	1	1	0.79
mIAP inh	-4	13	13	6	-2
Apaf-1 inh	6	-4	6	-5	8
NALP3 yeast inh	11	21	20	9	25
ATG4B inhibitor	-6	7	-8	16	-5
TIM10 inh	-16	6	3	2	-1
tim10-1 inh	6	-5	9	-9	-2
hIAP block	10	3	-4	0	21

51) COc1ccc(C(N)=O)c(OCC(=O)Nc2cc(C)on2)c1
52) N#Cc1cccc(-c2nnc(SCc3ccccc3C#N)o2)c1
53) COC(=O)[C@@H](NC(=O)NC1CCCc2ccccc21)C(C)C (some centres undefined)
54) O=C(O)c1cccc(N=NN2CCOCC2)c1
55) O=c1c2ccccc2c2ccccc2c(=O)n1-c1ccccc1

compound no.	51	52	53	54	55
mIAP act	0.93	1.1	1.1	0.95	0.97
hIAP activ	1	0.95	1	0.92	0.97
mIAP inh	7	-9	-6	5	3
Apaf-1 inh	-9	9	-12	-5	-3
NALP3 yeast inh	3	45	-2	17	-1
ATG4B inhibitor	1	-5	8	0	-4
TIM10 inh	0	11	-11	11	-2
tim10-1 inh	-19	17	14	-1	27
hIAP block	-5	5	-1	8	3

Complete entries, quoted from the list. Values in the order: mIAP act | hIAP activ | mIAP inh | Apaf-1 inh | NALP3 yeast inh | ATG4B inhibitor | TIM10 inh | tim10-1 inh | hIAP block
`O=c1c2ccccc2c2ccccc2c(=O)n1-c1ccccc1` as listed: 0.97 | 0.97 | 3 | -3 | -1 | -4 | -2 | 27 | 3
`COc1ccc(C(N)=O)c(OCC(=O)Nc2cc(C)on2)c1` as listed: 0.93 | 1 | 7 | -9 | 3 | 1 | 0 | -19 | -5
`N#Cc1cccc(-c2nnc(SCc3ccccc3C#N)o2)c1` as listed: 1.1 | 0.95 | -9 | 9 | 45 | -5 | 11 | 17 | 5
`O=C(O)c1cccc(N=NN2CCOCC2)c1` as listed: 0.95 | 0.92 | 5 | -5 | 17 | 0 | 11 | -1 | 8
`COC(=O)[C@@H](NC(=O)NC1CCCc2ccccc21)C(C)C` (some centres undefined) as listed: 1.1 | 1 | -6 | -12 | -2 | 8 | -11 | 14 | -1

Later entries
56) COc1ccc(OC)c(Nc2nc(-c3ccccc3O)nc3ccccc23)c1
57) COC(=O)c1ccc(CNC(=O)c2ccc3oc(C(C)C)nc3c2)cc1
58) CC(OC(=O)c1cccs1)C(=O)NCc1ccco1 (centres undefined)
59) COc1ccccc1NS(=O)(=O)c1cc(C(=O)N2CCCC2)ccc1F

compound no.	56	57	58	59
mIAP act	0.94	0.93	1.1	1
hIAP activ	0.99	0.75	1	0.95
mIAP inh	6	8	-8	-1
Apaf-1 inh	3	-5	2	-5
NALP3 yeast inh	8	25	9	7
ATG4B inhibitor	-1	-5	-10	-1
TIM10 inh	6	-14	-5	-1
tim10-1 inh	0	-10	8	16
hIAP block	1	25	0	5
